Bioassay records as filed in PubChem BioAssay.
CHX counter – affects cycloheximide protein synthesis inhibition readout, counter-screen; cell reporter, cycloheximide protein synthesis inhibition counterscreen; max response, %; actives 12% (n = 300,000); in the data active = max response mostly above about 13%, no sharp cut-off; inactive = mostly below about 14%; note: read at 38.3 µM for the half of the compounds with a filed dose; 0% is about no effect
Shiga toxin inh – Shiga toxin inhibition; actives 9.2% (n = 290,000); inhibition, % at 38.7 µM; AID 2315; Vero cells, Shiga toxin protein synthesis inhibition reporter; in the data active = inhibition mostly above about 28%, no sharp cut-off; inactive = mostly below about 43%; note: 0% is about no effect
Pf growth 96h – P. falciparum growth inhibition at 96 hour, primary screen for plastid delayed-death inhibitors; Potency, µM (top dose mostly 28.7 µM), without a hit: top-dose activity change, negative = inhibition, hits mostly inhibitors; actives 6.9% (n = 320,000); P. falciparum luciferase reporter growth, 96 h; AID 504834; note: potency is the fitted concentration of half-maximal effect; % is set by controls: 0 for no effect and ±100 for the full control effect
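Compounds incubated with erythrocytes infected by luciferase-expressing P. falciparum (2% hematocrit, 0.05% parasitemia final) for 96 hours, 37 C in 5% CO2. Growth inhibition scored as decreased luciferase luminescence.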
Pf growth 48h – inhibits P. falciparum growth in the first generation, 48 h | P. falciparum luciferase growth in erythrocytes, 48 h | Potency, µM (titrated, usually from 28.7 µM), for inactives: at the top dose activity change, negative = inhibition, actives largely listed as inhibitors | actives 5.9% (n = 310,000) | AID 504832; note: potency is the fitted concentration of half-maximal effect; % is set by controls: 0 for no effect and ±100 for the full control effect
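In quantitative HTS format, infected erythrocytes bearing luciferase-reporter parasites were treated for a single generation at 37 C. Luminescence after adding detection reagent served as the growth measure.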
Giardia FBPA inh – Giardia lamblia aldolase inhibition | A8B2U2 | purified Giardia FBPA | Potency, µM (top dose mostly 59.6 µM), without a hit: top-dose activity, negative = inhibition, usual class: inhibitors | actives 0.71% (n = 290,000) | AID 2451; note: potency is the fitted concentration of half-maximal effect; % is set by controls: 0 for no effect and ±100 for the full control effect; nearly all actives have a fitted effect of over 55% in size
Target sequence (A8B2U2 whole entry, looked up): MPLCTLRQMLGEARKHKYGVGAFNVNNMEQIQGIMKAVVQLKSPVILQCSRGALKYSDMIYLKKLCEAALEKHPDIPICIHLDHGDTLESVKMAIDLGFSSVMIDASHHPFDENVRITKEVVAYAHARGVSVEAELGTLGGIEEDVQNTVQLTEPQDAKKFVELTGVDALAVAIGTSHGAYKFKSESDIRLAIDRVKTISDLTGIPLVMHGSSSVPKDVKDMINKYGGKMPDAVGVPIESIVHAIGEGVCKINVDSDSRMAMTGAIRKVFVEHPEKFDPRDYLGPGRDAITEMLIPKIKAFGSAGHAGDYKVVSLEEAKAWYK
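40 nM FBPA preincubated 10 min at RT with compound (up to 57.5 uM final), then substrate plus GAPDH/TPI/NAD/arsenate coupling and diaphorase/resazurin added. Fluorescence read after 20 min at RT, 525/598 nm.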
Sm TGR inh – blocks Schistosoma mansoni thioredoxin glutathione reductase; Q962Y6; purified TGR, DTNB reduction, TNB absorbance 405 nm; Potency, µM (top dose mostly 114 µM), for inactives: at the top dose activity change, negative = inhibition, most hits filed as inhibitors; actives 3% (n = 360,000); AID 485364; note: potency is the fitted concentration of half-maximal effect; % is set by controls: 0 for no effect and ±100 for the full control effect; nearly all actives have a fitted effect of over 60% in size
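TGR 20 nM + NADPH 100 uM (dispensed conc.), cpd preinc 15 min RT; start with NADPH (500 uM addition) then DTNB (15 mM addition). Kinetic TNB absorbance, 405 nm filter. Four-parameter Hill fit across titration.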
The depositor's hits bear a star; i = inactive; u = inconclusive; x = not tested or not shown; & = joins results of further samples; [ ] = dose if it differs, or a comment. Unless noted, calls come from the whole dose curve; as a rule, active = well fitted curve in the direction sought with a large enough effect; inconclusive = small, poorly fitted or top-dose-only effect, or another doubt; inactive = no such curve, though single readings can be large; an effect the other way counts as inactive or inconclusive.

SMILES	CHX counter	Shiga toxin inh	Pf growth 96h	Pf growth 48h	Giardia FBPA inh	Sm TGR inh
O=C(CCCCl)NC(=S)Nc1cc(C(F)(F)F)ccc1N1CCOCC1	-1	-2	35%[activator]	24%	-6%	u
COc1cc(C2c3[nH]c4ccccc4c3C[C@@H]3C(=O)N(Cc4ccco4)CC(=O)N23)cc(OC)c1OC (stereo partly drawn)	-5	-2	3.7µM*	2.3µM*	-1%	-4%
COc1cc(C2/C(=C(\O)c3ccc4c(c3)OCCO4)C(=O)C(=O)N2Cc2ccccc2)ccc1O (stereo not drawn)	-1	1	4%	40%[activator]	8%	-29%
CC(C)OP(=O)(OC(C)C)C(O)c1ccccc1F (stereo not drawn)	-7	-9	-24%	3%	4%	-2%
Cn1c(CCN2CCN(c3ccccn3)CC2)nc2cc(NS(=O)(=O)c3ccccc3)ccc21	9	-5	u	u	-4%	-13%
COc1cc(/C=N/NC(=O)c2ccc(NS(=O)(=O)c3cccs3)cc2)cc(OC)c1O	x	x	-9%	-8%	x	-31%
CCN(CC)S(=O)(=O)c1cccc(NC(=O)CCNC(=O)c2ccc([N+](=O)[O-])cc2)c1	14*	48*	-6%	u	0%	10%
Cc1c(C(=O)NCC2CCCO2)sc2nc(-c3ccccc3)cn12 (stereo not drawn)	78*	93*	48%[activator]	x	1%	0%

Some of the entries so far, with two lines to a compound:
Order of results – CHX counter	Shiga toxin inh	Pf growth 96h	Pf growth 48h	Giardia FBPA inh	Sm TGR inh
COc1cc(C2/C(=C(\O)c3ccc4c(c3)OCCO4)C(=O)C(=O)N2Cc2ccccc2)ccc1O (stereo not drawn)
 : -1	1	4%	40%[activator]	8%	-29%
COc1cc(C2c3[nH]c4ccccc4c3C[C@@H]3C(=O)N(Cc4ccco4)CC(=O)N23)cc(OC)c1OC (stereo partly drawn)
 : -5	-2	3.7µM*	2.3µM*	-1%	-4%

The results go on.
SMILES	CHX counter	Shiga toxin inh	Pf growth 96h	Pf growth 48h	Giardia FBPA inh	Sm TGR inh
O=C(Nc1ccccc1C(=O)N1CCCC1)c1cccc(S(=O)(=O)N2CCCCC2)c1	-2	-5	9%	u	4%	-6%
CN(C)CCNc1oc(-c2ccccc2F)nc1C#N	-3	-4	u	23%	-1%	5%
CC(=O)[C@@]1(O)C(C)CC2C3C=C(C)C4=Cc5c(cnn5-c5ccccc5)C[C@]4(C)C3C(O)C[C@@]21C (stereo partly drawn)	1	-15	10µM*	5.2µM*	-7%	-7%
Cc1ccc(C)c(OCc2nc3ccc(S(=O)(=O)Nc4c(C)n(C)n(-c5ccccc5)c4=O)cc3[nH]2)c1	-2	-1	5.2µM*	12µM*	15%	8%
CCOc1cc(C2NC(=O)N(C)C(C)=C2[N+](=O)[O-])ccc1OC(C)=O (stereo not drawn)	1	2	-4%	-18%	-11%	-12%
CC(C)(C)c1[nH]ncc1[N+](=O)[O-]	1	-16	-8%	12%	-1%	10%
CCCCn1c(N)c(NCCC)c(=O)[nH]c1=O	1	-4	13%	1%	-11%	-17%
O=C(Nc1cccc(F)c1)Nc1ccnn1C1CCN(C(=O)CCN2CCCO2)CC1	-2	-20	20%	2%	x	-37%
CCOC(=O)c1[nH]cnc1C(=O)Nc1ccc(F)cc1	-2	-10	-15%	-4%	-9%	12%&-5%
COc1ccc(CN2CCN(S(=O)(=O)c3ccc(NC(C)=O)cc3)CC2)cc1OC	14	-9	10µM*	u	-29%	4%
CCOc1ccccc1OCCC(=O)N1CCN(S(=O)(=O)c2ccccc2[N+](=O)[O-])CC1	x	x	u	12µM*	x	-10%
Cc1nn(-c2ccccc2)c(Cl)c1/C=N/NC(=O)c1ccco1	52*	104*	u	54%[activator]	1%	7%
O=C(N/N=C1\CCc2ccccc21)c1ccccc1O	49*	80*	-3%	11%	-29%	-15%
CC(=O)c1ccc(OCC(O)COc2ccc(C(C)=O)cc2)cc1	1	8	40%	14%	-14%	6%
O=C(NNC1CC(=O)N(c2ccccc2)C1=O)c1cccnc1 (stereo not drawn)	-1	-3	38%[activator]	1%	-1%	1%
Clc1cccc(-c2nc(NCCCN3CCOCC3)c3ccccc3n2)c1	5	38	u	u	-10%	-1%
CCn1cc(C(=O)N[C@H](C(=O)NCCO)C(C)C)c(=O)c2cc3c(cc21)OCO3	0	-15	-1%	-7%	2%	11%
CCC1(C)N(O)C(C)(C)C(c2ccc(F)cc2)=[N+]1[O-] (stereo not drawn)	1	9	u	-17%	0%	6%
NC(=O)C1CCN(c2ccc(C(F)(F)F)cn2)CC1	19	18	u	u	3%	7%
COc1ccccc1CCC(=O)OCC(=O)NC1CC1	x	x	3%	0%	x	-1%
CCOC(=O)C1(Cc2ccc(OC)cc2)CCN(C(=O)c2cccc3nccnc23)CC1	10	10	-16%	-18%	-4%	4%
Cc1ccc(C(=O)Nc2ccc3c(c2)OCO3)cc1Cl	51*	168*	u	228%[activator]	x	-4%
N#CC(C#N)=C1C=CC=CN1/C(=C\c1ccccc1)C(=O)c1cccs1	24*	57	u	0%	-21%	0.28µM*
O=c1c(Cc2c(F)cccc2Cl)c(O)ccn1CC1CCCO1 (stereo not drawn)	-3	-5	-35%[5.75 µM]	-9%	-1%	10%
Cn1cccc1C(=O)OCC(=O)Nc1cc(C(C)(C)C)nn1-c1ccccc1	-2	-15	-10%	x	-1%	3%[11.4 µM]
CCN(CC)Cc1c(O)ccc2c(=O)c(-c3ccc(Cl)cc3)coc12	10	10	0%	u	17%	2%
CCN(CC(=O)Nc1ccc(NC(C)=O)cc1)CC(=O)Nc1ccc(F)c(Cl)c1	-3	-12	5%	7%	-4%	22%
Cc1cccc(C(=O)OCC(=O)N2CCCC2=O)c1O	x	x	u	-13%	x	-9%
CCN1CCN(c2c(C(=O)c3ccc(OC)cc3)cnc3ccccc23)CC1	15	30	35%	15%	-10%	6%
COc1cc(/C=C2\SC(=Nc3ccc(N4CCOCC4)cc3)N(C)C2=O)ccc1OC(C)C(=O)O (stereo not drawn)	-2	-11	u	u	-1%	1%
O=C(NNS(=O)(=O)c1ccc(Br)cc1)c1ccncc1	-4	-9	3%	26%	-1%	1%
Cc1ccc(/C=C2\SC(=S)N(CCC(=O)NNC(=O)c3ccccc3O)C2=O)cc1	-5	-1	10%	30%	24%	-1%

Given field by field: entries from further up
compound: Cn1cccc1C(=O)OCC(=O)Nc1cc(C(C)(C)C)nn1-c1ccccc1
  CHX counter = -2; Shiga toxin inh = -15; Pf growth 96h = -10%; Pf growth 48h = x; Giardia FBPA inh = -1%; Sm TGR inh = 3%[11.4 µM]
compound: CCN(CC)Cc1c(O)ccc2c(=O)c(-c3ccc(Cl)cc3)coc12
  CHX counter = 10; Shiga toxin inh = 10; Pf growth 96h = 0%; Pf growth 48h = u; Giardia FBPA inh = 17%; Sm TGR inh = 2%

(cont.)
SMILES	CHX counter	Shiga toxin inh	Pf growth 96h	Pf growth 48h	Giardia FBPA inh	Sm TGR inh
CCCC(c1nnnn1Cc1ccc(F)cc1)N1CCN(C2CCCCC2)CC1 (stereo not drawn)	9	32	-6%	u	0%	-14%
COc1ccc(Cl)cc1C(=O)NNC(=O)COC(=O)CCN=C1NS(=O)(=O)c2ccccc21	x	x	44%[activator]	-2%	x	-6%
CCCCNC(=O)Nc1ccc(Br)cn1	36*	31*	43%[activator]	47%[activator]	4%	4%
O=C(CNC(=O)c1ccc(Br)o1)NNC(=O)c1ccccc1F	-2	-5	1%	7%	x	0%
COc1ccc(S(=O)(=O)N(CC(N)=O)C2CCCCC2)cc1Cl	-2	-9	u	4%	1%	6%
CC(=O)N1CSCC1C(=O)NNS(=O)(=O)c1ccccc1 (stereo not drawn)	-1	-4	47%[activator]	27%	1%	-1%
Nc1nnc(SCC(=O)Nc2cc(S(=O)(=O)N3CCOCC3)ccc2N2CCCC2)s1	x	x	u	u	x	-5%
Cc1ccc(C(=O)NCc2n[nH]c(=S)n2-c2ccccc2)cc1[N+](=O)[O-]	9	-9	u	-19%	-8%	0%
O=c1nc(/C=C/c2ccccc2C(F)(F)F)cc(C(F)(F)F)[nH]1	-2	-10	u	u	-20%	19%
CCOC(=O)NC1(C(F)(F)F)NC(=O)N(c2ccc(F)cc2)C1=O (stereo not drawn)	-4	-8	4.7µM*	1%	0%	-6%
CC(C)(C)C(=O)NC1(C(F)(F)F)NC(=O)N(c2ccccc2F)C1=O (stereo not drawn)	0	-7	25%	3%	-8%	-8%
CCCCOC(=O)Nc1nnc(C(C)C)s1	37*	119*	62%	i	1%	-3%
CN1CCC(N(C)C(=O)c2ccccc2F)CC1	-4	x	68%[activator]	48%[activator]	-16%	-16%
CC12CCC(=O)N1C(C(=O)Nc1ccccc1N1CCOCC1)CS2 (stereo not drawn)	-2	-4	-2%	0%	-4%	-18%
Cc1nc(C(=O)NC2CC2)sc1C1(C)CC(c2cccc([N+](=O)[O-])c2)=NO1 (stereo not drawn)	-4	-3	-10%	-15%	-1%	-1%
O=C(c1cc2ccccc2cc1O)N1CCN(c2ccccn2)CC1	-2	-5	u	u	-5%	-20%
CCN(CC(=O)Nc1c(F)cccc1F)C(=O)C1CC(=O)N(c2ccccc2OC)C1 (stereo not drawn)	-5	-6	9%	19%	x	4%
Cc1cccc(C)c1NC(=O)C(=O)c1cn(C)c2ccccc12	10	26	19%	-5%	-6%	4%
CCOC(=O)c1c(CSc2ccccc2)n(C)c2ccc(O)c(CN3CCN(C)CC3)c12	0	8	u	u	-8%	18µM*
COc1ccc(NCC(O)COc2ccc(C(C)(C)C)cc2)cc1 (stereo not drawn)	-3	25	u	8%	-6%	-10%
CN(CC(=O)Nc1ccc(Cl)c(C(F)(F)F)c1)C(=O)CCN1C(=O)C2CCCCC2C1=O (stereo not drawn)	x	x	-11%	2%	x	-1%
CCO/C=C1\SC(=S)N(c2ccc(Cl)cc2)C1=O	2	-2	6%	33%[activator]	-5%	5%
Cc1ccc(S(=O)(=O)Nc2ccc(C(OC(=O)c3ccccc3[N+](=O)[O-])(C(F)(F)F)C(F)(F)F)cc2)cc1	-2	8	u	u	-5%	6%
Cc1ccc(CNc2nc(Cl)c(C#N)s2)cc1	28*	62*	208%[activator]	91%[activator]	3%	82%[activator]
COc1cccc(/C=C/c2[nH]c(=O)[nH]c(=O)c2[N+](=O)[O-])c1O	15	17	15%	-1%	-4%	35µM*
CN1C(=O)CSc2ccc(NC(=O)N3CCC(N4CCCCC4)CC3)cc21	-3	4	12µM*	x	2%	0%
OCCNc1cnc2ccccc2n1	19*	51*	40%[activator]	51%[activator]	4%	-1%
Cc1noc(C)c1COC(=O)C1CCN(C(=O)c2ccc(Cl)cc2)CC1	7	1	u	u	8%	0%
O=C(c1cnc2n(c1=O)CCS2)N1CCN(c2ccc(Cl)c(Cl)c2)CC1	-2	-19	u	-27%	0%	-7%
Nc1nc(NCc2ccco2)nc(N2CCCCCC2)c1[N+](=O)[O-]	4	11	-5%	-25%	3%	-7%
COc1ccc(/C=N/NC(=O)COc2ccccc2-c2ccccc2)cc1	-3	-6	u	u	0%	0%
COc1cc2c(cc1CC=C(C)C)C(=O)C[C@@H](c1ccc(O)cc1)O2	-8	-2	x	x	-3%	x
O=C(Nc1oc2ccccc2c(=O)c1-c1ccc(Br)cc1)c1ccco1	9	12	-19%	-11%	x	u
CC(OC(=O)Cc1c[nH]c2ccccc12)C(=O)Nc1ccccc1F (stereo not drawn)	x	x	2%	8%	x	-5%
O=C(NCCc1ccc(F)cc1)C1CCN(C(=O)Nc2ccccc2)CC1	x	x	u	u	x	-13%
O=C(Cc1csc(NC(=O)Nc2cccc(Cl)c2)n1)NCc1ccccn1	x	x	1%	30%	x	-4%
O=[N+]([O-])c1ccc(-c2c[nH]c(=S)[nH]2)cc1	15	18	3%	0%	-7%	11%
